# Screening data: PubChem BioAssay, several laboratories
# RmlCD inh 1536: M. tuberculosis RmlC/RmlD inhibition. RmlC+RmlD coupled enzyme assay, percent inhibition; primary screen in compound mixtures. P9WH09+P9WH11. inhibition, % at 3.6 µM. 160,000 tested, 0.03% active. AID 1533; in the data active = inhibition mostly above about 34%, no sharp cut-off; inconclusive = no clear call, values can overlap the other calls; inactive = mostly below about 22%; note: some results filed as inactive read as strong as hits
# Target sequence (P9WH09 whole entry, looked up): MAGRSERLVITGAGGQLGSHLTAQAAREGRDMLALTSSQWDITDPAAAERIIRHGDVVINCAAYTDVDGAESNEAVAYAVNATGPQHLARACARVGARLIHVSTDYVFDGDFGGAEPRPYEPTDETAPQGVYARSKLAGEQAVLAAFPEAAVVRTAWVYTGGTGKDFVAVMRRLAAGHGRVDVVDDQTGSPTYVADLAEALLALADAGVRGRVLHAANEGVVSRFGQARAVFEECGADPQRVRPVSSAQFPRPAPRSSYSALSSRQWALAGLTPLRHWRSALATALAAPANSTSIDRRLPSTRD
# Target sequence (P9WH11 whole entry, looked up): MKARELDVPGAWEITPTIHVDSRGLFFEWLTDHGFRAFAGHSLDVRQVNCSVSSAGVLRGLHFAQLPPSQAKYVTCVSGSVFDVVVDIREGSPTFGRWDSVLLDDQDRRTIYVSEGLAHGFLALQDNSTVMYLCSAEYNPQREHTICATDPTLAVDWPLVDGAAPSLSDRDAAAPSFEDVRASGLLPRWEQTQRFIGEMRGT
# M. tuberculosis GlmU: inhibition of mycobacterial GlmU enzyme – biochemical, glucosamine-1-phosphate acetyltransferase (AID 1376); M. tuberculosis GlmU acetyltransferase enzyme assay; higher % means a stronger effect; inhibition, %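 (tested at 30 µM in the primary screen)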, or IC50 in µM where a hit was titrated; 220,000 tested, 0.25% active; in the data active = inhibition above about 13%; inconclusive = no clear call, values can overlap the other calls;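 note: 0% = complete reaction with vehicle and 100% = reaction without substrate; strong numbers were not always called active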
# * hit, by the source's call; ? = inconclusive; . = no result given.
# Preview, 13 compounds:
SMILES,RmlCD inh 1536,M. tuberculosis GlmU
CCCn1c(C)cc(/C=C(\C#N)C(=O)OCC(=O)NC(=O)NC(C)(C)C)c1C,.,-0.2%
O=c1c2ccccc2nc(SCc2cn3ccsc3n2)n1-c1ccccc1F,13.0,0.1%
COc1ccc(NC(=O)CC2C(=O)N(c3ccccc3)C(=O)N2Cc2ccco2)cc1 (stereo not drawn),-13.7,1.6%
CCOc1ccc2ccccc2c1/C=N/NC(=O)CC1(C)OCCCO1,-28.6,2.4%
CSc1cccc(NC(=O)Cc2ccccc2[N+](=O)[O-])c1,-1.5,-0.9%
Cc1ccc2nc(N(CCCN(C)C)C(=O)c3sc4ccccc4c3Cl)sc2c1,-9.3,-7.3%
COc1ccc(C2Cc3ccccc3C(=O)O2)cc1 (stereo not drawn),-13.6,-3.7%
O=C(O)CCN(CCC(=O)O)S(=O)(=O)c1ccccc1,.,3.0%
O=C(OC(C(=O)NCC1CCCO1)c1ccccc1F)c1ccco1 (stereo not drawn),-3.5,-0.4%
O=C(C1CCN(C2CCN(Cc3ccc4c(c3)CCO4)CC2)CC1)N1CCOCC1,-2.5,0.9%
CNC(=S)N(CCc1ccccc1)Cc1cc2cc(OC)c(OC)cc2[nH]c1=O,-4.7,-6.8%
COc1cccc(OC)c1C(=O)Nc1ccc2c(c1)Cc1ccccc1-2,24.9,2.0%
NC(=O)C(CC(=O)O)NC(=O)[C@@H]1CCCNc2c(I)cc([N+](=O)[O-])cc2C(=O)N[C@@H](CO)C(=O)N[C@@H](Cc2ccc(O)cc2)C(=O)N1 (stereo partly drawn),.,0.9%

# The list itself, from the first entry:
SMILES,RmlCD inh 1536,M. tuberculosis GlmU
CCCn1c(C)cc(/C=C(\C#N)C(=O)OCC(=O)NC(=O)NC(C)(C)C)c1C,.,-0.2%
O=c1c2ccccc2nc(SCc2cn3ccsc3n2)n1-c1ccccc1F,13.0,0.1%
COc1ccc(NC(=O)CC2C(=O)N(c3ccccc3)C(=O)N2Cc2ccco2)cc1 (stereo not drawn),-13.7,1.6%
CCOc1ccc2ccccc2c1/C=N/NC(=O)CC1(C)OCCCO1,-28.6,2.4%
CSc1cccc(NC(=O)Cc2ccccc2[N+](=O)[O-])c1,-1.5,-0.9%
Cc1ccc2nc(N(CCCN(C)C)C(=O)c3sc4ccccc4c3Cl)sc2c1,-9.3,-7.3%
COc1ccc(C2Cc3ccccc3C(=O)O2)cc1 (stereo not drawn),-13.6,-3.7%
O=C(O)CCN(CCC(=O)O)S(=O)(=O)c1ccccc1,.,3.0%
O=C(OC(C(=O)NCC1CCCO1)c1ccccc1F)c1ccco1 (stereo not drawn),-3.5,-0.4%
O=C(C1CCN(C2CCN(Cc3ccc4c(c3)CCO4)CC2)CC1)N1CCOCC1,-2.5,0.9%
CNC(=S)N(CCc1ccccc1)Cc1cc2cc(OC)c(OC)cc2[nH]c1=O,-4.7,-6.8%
COc1cccc(OC)c1C(=O)Nc1ccc2c(c1)Cc1ccccc1-2,24.9,2.0%
NC(=O)C(CC(=O)O)NC(=O)[C@@H]1CCCNc2c(I)cc([N+](=O)[O-])cc2C(=O)N[C@@H](CO)C(=O)N[C@@H](Cc2ccc(O)cc2)C(=O)N1 (stereo partly drawn),.,0.9%
O=C(c1ccco1)N(CCO)Cc1cc2cc3c(cc2[nH]c1=O)OCO3,-1.3,0.7%
O=C(N/N=C/c1cc2c(cc1Cl)OCO2)c1ccc2c(c1)OCCO2,4.5,4.1%
COCc1cc(Sc2c(Cl)cccc2Cl)nc(-c2ccccc2)n1,.,-5.8%
COc1ccc(CCNC(=O)C(=O)NN=C2CCCCCCC2)cc1OC,36.6,-0.2%
O=C(NCC(=O)N(CC1CCCO1)C(C(=O)NC1CCCCC1)c1cccnc1)c1cccs1 (stereo not drawn),1.6,4.2%
Cc1ccccc1NC(=S)NC(C)C(c1ccccc1)N1CCN(C)CC1 (stereo not drawn),0.1,-3.7%
C=CCn1c(CNC(=O)c2cccs2)n[nH]c1=S,2.4,-1.7%
O=P(COCCOCCOCCOCP(=O)(c1ccccc1)c1ccccc1)(c1ccccc1)c1ccccc1,-4.1,-0.9%
COc1ccc(S(=O)(=O)NC(N)=NCCc2ccc(OC)c(OC)c2)cc1C,-8.5,-6.7%
Cc1ccc(NCc2nnc(SCC(=O)c3ccccc3)n2Cc2ccco2)c(C)c1,8.7,-0.1%
COC(=O)c1ccc(NC(=O)N2CCC(O)(c3cccnc3)CC2)cc1,20.0,.
CCOC(=O)CN1CC23C=CC(O2)C(C(=O)N2CCN(c4ccc(F)cc4)CC2)C3C1=O (stereo not drawn),.,0.9%
CN(Cc1ccco1)S(=O)(=O)c1ccc2c(c1)CCN2C(=O)CCC(=O)O,16.3,2.1%
CCOc1ccc2c(c1)OC1(CCC(C)C1)CC2=O (stereo not drawn),.,4.6%
CC1CCCCN1C(=O)Cn1c(=O)n(CCC(=O)NCc2ccco2)c(=O)c2sccc21 (stereo not drawn),5.5,4.7%
Cc1cccc(NC(=O)C2(c3ccc([N+](=O)[O-])cc3)CCCC2)c1,.,-2.5%
COc1ccccc1NC(=O)CSc1nc(O)c(Cc2ccccc2)c(=O)[nH]1,.,4.3%
N#CC1(C#N)COC23CCCCC2C1(C#N)C(=N)O3 (stereo not drawn),-6.1,1.6%
COc1cccc(OC)c1C(=O)N1CCN(c2ccccn2)CC1,.,0.9%
CS(=O)(=O)Nc1ccc(C2=NN(C(=O)c3ccco3)C(c3ccccc3)C2)cc1 (stereo not drawn),75.0,-1.4%
Cc1cc(OCCOc2cccc3cccnc23)c(C)cc1Cl,0.7,-0.6%
O=C(CN(C1CC1)S(=O)(=O)c1ccc(S(=O)(=O)N2CCCCCC2)cc1)Nc1ccccc1,9.4,-5.7%
CCOC(=O)c1ccc(NC(=O)Oc2cc(C)c(Cl)cc2C(C)C)cc1,.,1.8%
Cc1cccc(Nc2nc3ccccc3n3nnnc23)c1,7.5,0.5%
CCOC(=O)c1nc2ccccc2nc1C,.,3.0%
CC(C)(C)c1cccc(P(=O)(c2ccccc2)c2ccccc2)c1O,16.3,-3.0%
O=C(Cn1cc([N+](=O)[O-])cn1)N1N=C(C(F)F)CC1(O)C(F)F (stereo not drawn),.,4.6%
COc1ccc(-n2nnnc2S(=O)(=O)Cc2ccc(C(=O)O)cc2)cc1,-8.9,1.5%
CS(=O)(=O)N1N=C(c2cccs2)CC1c1ccco1 (stereo not drawn),-1.7,3.4%
COc1ccc(NCc2n[nH]c(=O)c3ccccc23)cc1,0.6,1.0%
O=C1C2CC=CCC2C(=O)N1c1n[nH]c(-c2ccccc2)n1 (stereo not drawn),-1.2,-1.8%
CCOC(=O)Cc1csc(NC(=O)c2c(-c3c(F)cccc3Cl)noc2C)n1,.,3.1%
COc1ccc2c(C)cc(SCC(=O)NCCN3C(=O)CSC3=O)nc2c1,10.7,4.7%
O=C(O)CCSc1nnc(CNc2ccc(Cl)cc2)n1Cc1ccccc1,-8.3,4.5%
CCN1CCN(Cc2c(O)ccc3c2O/C(=C\c2ccccc2)C3=O)CC1,-6.2,8.5%
CCC(Sc1nnc2c3ccccc3n(CC)c2n1)C(=O)Nc1sc2c(c1C#N)CCCC2 (stereo not drawn),-11.3,2.1%
CCN(CC)c1ccc(/C=N/OCC(=O)Nc2cccc(C)c2)cc1,-6.1,1.2%
Cc1ccc(C(CC(N)=O)c2ccco2)cc1 (stereo not drawn),?,2.8%
Nc1nc2sc3c(c2c(=O)s1)CCCC3,5.6,-0.2%
CCC(C)NC(=O)c1ccccc1NC(=O)Nc1ccccc1 (stereo not drawn),.,-4.5%
CCOc1ccccc1NC(=S)Nc1ccccc1F,10.0,0.8%
CCn1c(SCC(=O)c2ccccc2)nc2sc3c(c2c1=O)CCN(C)C3,25.9,2.0%
Cc1ccc2nc(SCC(=O)N(CC(C)C)c3c(N)n(Cc4ccccc4)c(=O)[nH]c3=O)[nH]c2c1,-0.6,-2.4%
CC1(C)C2CCC1(C)C1(C2)NC(=O)c2ccccc2O1 (stereo not drawn),.,0.5%
CC1Cc2ccccc2N1S(=O)(=O)c1cccc(C(=O)N2CC(=O)Nc3ccccc32)c1 (stereo not drawn),20.2,-0.4%
O=C(Cc1n[nH]c(=O)c2ccccc12)Nc1cccc(S(=O)(=O)N2CCCC2)c1,13.4,1.4%
Cc1c(C2(O)C(=O)Nc3ccc(F)cc32)c(=O)n(-c2ccccc2)n1C (stereo not drawn),-1.0,-1.1%

# Later entries:
SMILES,RmlCD inh 1536,M. tuberculosis GlmU
Cc1nnc(SCc2ccccc2)n1CC1CCCO1 (stereo not drawn),.,-2.1%
O=C(CN1CCCCC1)Nc1ccccc1,2.2,19.8%
CCOC(=O)c1sc(NC(=O)CC)c(C#N)c1C,-6.9,2.6%
CC(C)CNC(=O)COC(=O)c1ccccc1SCC(=O)NCC(C)C,32.6,1.2%
COc1ccccc1NS(=O)(=O)c1cccc(NC(=O)Nc2ccccc2)c1,-11.2,-3.3%
C=CCOc1ccc2c(c1)c(=O)cc(C(=O)O)n2CC,5.9,2.1%
CCc1nc(SCc2ccc([N+](=O)[O-])cc2)n[nH]1,-10.1,-6.1%
COc1ccc(N(CCCN2C(=O)c3cccc4cccc(c34)C2=O)C(=O)c2ccncc2)cc1,-6.7,-2.3%
COc1ccc(F)cc1C(=O)C1CCCN(Cc2ccc(Sc3nncn3C)o2)C1 (stereo not drawn),9.6,2.8%
CN(C)c1ccc(/C=N/N2C(=O)c3ccccc3C2=O)cc1,.,0.2%
N#Cc1c(Cl)nsc1NC(=O)c1ccccc1,-6.8,-2.6%
Cc1ccnc(SCc2cc(=O)c(OC(=O)c3ccco3)co2)n1,.,0.2%
O=C(O)CCC(=O)NNC(=O)c1ccc(Br)cc1,-19.4,5.8%
O=S(=O)(c1ccc(Cl)c(F)c1)N1CCC(c2nc(-c3ccncc3)no2)CC1,11.7,-0.4%
Cc1ccc(OCC(=O)N2CCOCC2)c([N+](=O)[O-])n1,.,-0.4%
CC(=O)c1c(CC(=O)O)[nH]n(-c2nc3ccccc3s2)c1=O,.,6.8%
CCOc1cc(S(=O)(=O)NCCc2ccc(OC)c(OC)c2)c(OCC)cc1-n1cnnn1,-6.6,10.8%
COC(=O)c1cc(OC)c(OC)cc1NC(=O)c1cc(OC)cc(OC)c1,9.4,8.7%
CCOc1ccc(C(=O)/C=C/Nc2ccc(S(=O)(=O)Nc3onc(C)c3C)cc2)cc1,2.3,17.6%
Cc1ccccc1OCC(=O)Nc1ccccc1N1CCCCC1,.,8.7%
Cc1cccn2c(=O)c(C=O)c(N3CC(C)OC(C)C3)nc12 (stereo not drawn),-7.3,1.8%
NC(=O)CC[C@H](NC(=O)c1ccc(F)cc1)C(=O)OCC(=O)NCc1ccc(F)cc1,-10.5,0.1%
CC(=O)NC(=S)Nc1ccc(NC(=S)NC(=O)c2ccc([N+](=O)[O-])cc2)cc1,-16.9,-2.2%
NS(=O)(=O)c1cccc(NC(=O)COC(=O)c2cc(-c3ccc(Cl)cc3)nc3ccccc23)c1,-8.2,5.7%
Oc1c(CN2CCCCC2)cc(COCc2ccccc2)c2cccnc12,-5.0,-3.6%
Cc1cc(C)n(C(=O)c2cc(F)c(F)cc2C)n1,11.0,6.3%
Cc1cccc(C)c1NS(=O)(=O)c1c(C)[nH]c(=O)[nH]c1=O,9.2,2.8%
CCCCn1c(=O)n(CC(=O)Nc2ccc(OC)c(Cl)c2)c(=O)c2c1nc(CO)n2CCC,7.1,0.0%
CC(=O)Nc1ccc(S(=O)(=O)NCCc2cc3c(C)ccc(C)c3[nH]c2=O)cc1,3.1,7.5%
CN(C)c1ccc(CNc2nc(-c3ccccc3)nn2S(C)(=O)=O)cc1,-8.7,5.8%
O=C1C2C(C(=O)N1/N=C/c1cc(Br)cc([N+](=O)[O-])c1O)C1C=CC2C12CC2 (stereo not drawn),-1.7,2.9%
Clc1ccc(C(c2nnnn2CCc2ccccc2)N2CCSCC2)cc1 (stereo not drawn),-11.7,4.7%
CCOc1cc(/C=C2/NC(=O)N(CC(=O)OC)C2=O)ccc1O,2.9,0.3%
N=C1SC(c2ccccc2)C(=O)N1c1ncc(Cc2ccccc2)s1 (stereo not drawn),6.2,6.1%
Cc1cc2ncn(C(=O)N3CCCCC3)c2cc1C,-5.0,2.9%
O=C(/C=C/c1cccc([N+](=O)[O-])c1)Nc1cccc(NC(=O)c2cccs2)c1,-17.3,5.8%
NC(=O)CNC(=O)[C@@H]1CC2(CC(c3cccc([N+](=O)[O-])c3)=NO2)CN1C(=O)c1ccccc1 (stereo partly drawn),.,8.2%
NC(=O)c1ccccc1NC(=O)/C=C/c1ccc(Cl)cc1,.,1.9%
CCOC(=O)C(=O)NNc1ccc(F)cc1,-5.2,2.8%
COc1ccc(-c2ccnc(-c3ccncc3)n2)cc1,1.0,2.3%
Nc1ccc(S(=O)C(F)(F)F)cc1 (stereo not drawn),-11.5,2.6%
COC(=O)c1ccc(CNC(=O)COC(=O)c2cc(Cl)nc(Cl)c2)cc1,7.7,-1.6%
O=S(=O)(c1cccc(C(F)(F)F)c1)N1CCC(c2cc(-c3cccc4ccccc34)n[nH]2)CC1,.,-0.9%
O=C(c1cccc(Cl)c1)N1CCC(=O)N(C(CO)Cc2ccccc2)CC1 (stereo not drawn),.,2.8%
COc1ccc(-n2c(SCC(=O)Nc3nccs3)nc3c(c2=O)SCC3)cc1,10.5,7.5%
COc1ccccc1N1CCN(C(=S)Nc2cccc(C)c2)CC1,-1.7,3.5%
COc1ccc(N2C(=O)CCC(C(=O)N(C)C3CCCCC3)C2c2ccc(OC)c(OC)c2)cc1 (stereo not drawn),.,-4.2%
O=C(Nc1cccc([N+](=O)[O-])c1)c1ccccc1,.,-2.6%
Cc1cc(-c2nnc(SCC(=O)Nc3nc(-c4ccc(Cl)cc4)cs3)o2)no1,-2.6,0.7%
COc1cccc(C(=O)Cn2c(N3CCCCC3)nc3c2c(=O)n(C)c(=O)n3C)c1,5.2,-1.4%

# The list is partial, so the mix of outcomes need not match the whole.
